# Screening results (PubChem BioAssay)
# Wee1 stabilizer = Wee1 degradation inhibitors, primary screen, cell-based, HeLa, Wee1K328M-luciferase, luminescence | Wee1-like protein kinase (Homo sapiens), P30291 | HeLa Luc-Wee1K328M stability; 100% = proteasome inhibitor MG132 effect | reporter increase, % at 5 µM | hit rate 1.2% among 220,000;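 active = activation above the mean of all tested compounds plus 3 SD, set per screening run, cut at about 8.8% in these data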;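 also: cells exposed to compound for 20 h before luminescence read; 0% = DMSO alone and 100% = MG132 at 30 µM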
# p97 ATPase inh = inhibitors of human p97 ATPase, primary screen, biochemical; Transitional endoplasmic reticulum ATPase (Homo sapiens), P55072; recombinant p97 ATPase, Kinase-Glo ATP luminescence, 3 h; inhibition, % at 8 µM; hit rate 0.42% among 220,000; in the data active = inhibition above about 15%;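 also: 0% = DMSO vehicle and 100% = wells lacking enzyme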
# Rad51 HR inh = human RAD51 strand exchange inhibitors, primary screen, biochemical, fluorescence. inhibition, % at 10 µM. DNA repair protein RAD51 homolog 1 (Homo sapiens), Q06609. hit rate 0.085% among 200,000. hRad51 DNA strand exchange, fluorescence dequenching;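 active = inhibition above 40% at the single screening dose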;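 also: 0% = DMSO control wells and 100% = blanks with heterologous ssDNA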
# Target sequence (Q06609 whole entry, looked up): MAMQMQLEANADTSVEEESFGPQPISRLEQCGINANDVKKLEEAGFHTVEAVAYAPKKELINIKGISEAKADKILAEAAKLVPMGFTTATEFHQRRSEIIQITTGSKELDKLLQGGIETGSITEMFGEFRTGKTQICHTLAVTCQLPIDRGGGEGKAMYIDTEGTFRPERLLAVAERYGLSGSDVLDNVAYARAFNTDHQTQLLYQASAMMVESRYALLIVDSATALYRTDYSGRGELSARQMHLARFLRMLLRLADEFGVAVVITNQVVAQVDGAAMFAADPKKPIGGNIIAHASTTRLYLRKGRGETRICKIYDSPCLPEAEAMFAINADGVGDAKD
#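 material = hRad51 filaments on single-stranded DNA | reagent = Donor/quencher-labelled 47-bp dsDNA substrate | compound = 10 µM final, single point | schedule = strand-exchange reaction 15 min at room temperature | measured by = fluorescein emission 520 nm, excitation 485 nm | read-out basis = % inhibition versus plate control and blank means | benchmarks = plate controls and plate blanks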
# Starred values were filed as active, the others as inactive; . = no result given.
SMILES,Wee1 stabilizer,p97 ATPase inh,Rad51 HR inh
COc1ccc(CCN(C(=O)c2ccc(F)cc2)C2=CC3CCC(C2)N3C)cc1OC (stereo not drawn),.,.,-2
Cc1cc(C)cc(SCc2noc(C(=O)NCC3CC3)c2C(=O)NCC2CC2)c1,.,.,-2
COC(=O)C1=C(C)N(CCCC(=O)O)C(=O)NC1c1cccc2ccccc12 (stereo not drawn),.,.,5
CCOC(=O)C[C@H]1c2cc(C(F)(F)F)ccc2S(=O)(=O)N1Cc1ccccc1,.,.,-2
OCCCn1c(C2CCCN2c2nc(-c3ccc(F)cc3)cs2)nc2cc(Cl)c(Cl)cc21 (stereo not drawn),.,.,10
CC(C)=CCc1cc([C@@H]2COc3c(ccc4c3C=CC(C)(C)O4)C2)c(O)cc1O,.,.,-1
COc1ccc(-c2noc3c2-c2nc(C(C)C)sc2CC3)cc1,.,.,-8
CCN1C(=O)N[C@@H](c2cccc(C(F)(F)F)c2)C(C(C)=O)=C1C,.,.,3
COCCN1C(=O)N[C@@H](c2cccc(C(F)(F)F)c2)[C@H](C(=O)OC)[C@H]1C,.,.,-7
COc1ccc(N2CCN(c3nc4c(c(=O)n(C)c(=O)n4C)n3CCCc3ccccc3)CC2)cc1,.,.,-8
C[C@@H]1C=C(C(=O)NCc2nc3ccccc3[nH]2)O[C@H](OCCCCO)C1,.,.,-1
Nc1nc(N)c2[nH]cnc2n1,.,.,-4
CC(C)=CCc1c(O)c(CC=C(C)C)c2c(c1O)-c1cc(O)c(O)cc1CC2,.,.,7
OCCNc1nc(Nc2ccccc2Oc2ccccc2)nc(N2CCCC2)n1,.,.,-1
N#C[C@H]1C2OC2c2ccccc2N1C(=O)c1ccccc1 (stereo partly drawn),.,.,0
Cc1ccccc1CN1[C@@H](Cc2ccccc2)COCCS1(=O)=O,.,.,5
CC(C)=CCc1c(O)cc2c(=O)c3ccc(O)cc3oc2c1O,.,.,-3
CC1=C(/C=C/C(C)=C/C=C/C(C)=C/CO)C(C)(C)CCC1,.,.,-6
CCOC(=O)CCc1cnccc1-c1cccc(OC)c1O,.,.,-11
COc1cccc(SCc2noc(C(=O)NCCCN3CCOCC3)c2C(=O)NCCCN2CCOCC2)c1,.,.,-5
Cn1c(NCCN(CCO)CCCc2ccc([N+](=O)[O-])cc2)cc(=O)n(C)c1=O,.,.,9
CCN(CC)CCCN1C(=O)C(=O)/C(=C(/O)c2ccccc2)C1c1cc(OC)ccc1OC (stereo not drawn),.,.,-10
CC(=O)C[C@H]1c2ccccc2S(=O)(=O)N1c1ccccc1,.,.,-4
Cc1ccc2oc3c(c(=O)c2c1)C(c1cccs1)N(CCCN(C)C)C3=O (stereo not drawn),.,.,-6
COc1ccc(-c2nnc3sc(-c4ccccn4)nn23)cc1,.,.,10

# Reprinted from the part before: seven entries; new compounds follow.
SMILES,Wee1 stabilizer,p97 ATPase inh,Rad51 HR inh
CCOC(=O)CCc1cnccc1-c1cccc(OC)c1O,.,.,-11
COc1cccc(SCc2noc(C(=O)NCCCN3CCOCC3)c2C(=O)NCCCN2CCOCC2)c1,.,.,-5
Cn1c(NCCN(CCO)CCCc2ccc([N+](=O)[O-])cc2)cc(=O)n(C)c1=O,.,.,9
CCN(CC)CCCN1C(=O)C(=O)/C(=C(/O)c2ccccc2)C1c1cc(OC)ccc1OC (stereo not drawn),.,.,-10
CC(=O)C[C@H]1c2ccccc2S(=O)(=O)N1c1ccccc1,.,.,-4
Cc1ccc2oc3c(c(=O)c2c1)C(c1cccs1)N(CCCN(C)C)C3=O (stereo not drawn),.,.,-6
COc1ccc(-c2nnc3sc(-c4ccccn4)nn23)cc1,.,.,10
CC1=C(/C=C/C(C)=C/C=C/C(C)=C/C=C/C=C(C)/C=C/C=C(C)/C=C/C2=C(C)CCCC2(C)C)C(C)(C)CCC1,.,.,-2
COC/C=C/C1=CC2=CC(=O)C(C)(OC(=O)c3cnc4ccccc4n3)C(=O)C2=CN1CCc1c[nH]c2ccccc12 (stereo not drawn),.,.,3
Cc1cc(OC(=O)c2c(C)cc(OC(=O)c3c(C)cc(O)cc3O)cc2O)cc(O)c1C(=O)O,.,.,0
CNC(CC(C)C)C(=O)NC1C(=O)NC(CC(N)=O)C(=O)NC2C(=O)NC3C(=O)NC(C(=O)NC(C(=O)O)c4cc(O)cc(O)c4-c4cc3ccc4O)C(O)c3ccc(c(Cl)c3)Oc3cc2cc(c3OC2OC(CO)C(O)C(O)C2OC2CC(C)(N)C(O)C(C)O2)Oc2ccc(cc2Cl)C1O (stereo not drawn),.,.,5
COCOc1ccc(/C=C/C(=O)c2c(O)cc(OCOC)cc2OCOC)cc1,.,.,5
Cc1ccc(CNC(=O)C2CC(c3ccccc3C(F)(F)F)=NO2)o1 (stereo not drawn),.,.,-2
O=C1CC2(CCCCC2)Oc2ccc(F)cc21,.,.,0
COc1ccccc1Nc1nc(NCCO)nc(N2CCCC2)n1,.,.,3
COC(=O)[C@H]1[C@@H](C)N(Cc2ccccc2)C(=O)N[C@H]1c1ccccc1,.,.,-3
CCc1cc(Cl)c(OC)c(C(=O)NC[C@@H]2CCCN2CC)c1O,.,.,-3
CCOC(=O)c1sc(NC(=O)c2c(C)noc2C)c(C(=O)OCC)c1C,2,4,.
O=C(CCC(=O)N1CCc2ccccc21)N1CCc2ccccc21,-2,0,.
CCOC(=O)N1CCC(NC(=O)Cc2ccc(-n3c(=O)[nH]c4ccccc4c3=O)cc2)CC1,-3,1,.
Cc1ccc2[nH]c(=O)c(-c3noc(-c4ccncc4)n3)cc2c1,0,0,.
CCN1C(=O)/C(=c2/s/c(=C3\SC(C)=C(C)N3CC)c(=O)n2CC)N(c2ccccc2)C1=S,-2,-2,.
Cc1c(=O)n(OCc2c(F)cccc2F)c2ccccc2[n+]1[O-],-2,1,.
CCOC(=O)c1ccccc1NC(=O)c1ccc(Cl)c(S(=O)(=O)N2CCOCC2)c1,-1,2,.
Cc1cc(C)n(CC(O)COc2ccc(OCC(O)Cn3nc(C)cc3C)cc2)n1 (stereo not drawn),-1,0,.
CCc1nnc(NC(=O)CN2CCN(c3ccc(Cl)cc3)CC2)s1,1,-3,.
Cc1ccc(-c2c3c(=O)n(C)c(=O)n(C)c3c3nnc4ccccc4n23)cc1,2,1,.
c1cc(-c2noc(-c3ccc4c(c3)OCO4)n2)ccn1,3,2,.
O=C(CSc1nnc(-c2cccs2)n1-c1ccccc1)N1CCc2ccccc21,-2,11,.
O=C1c2ccccc2C(=O)N1CCCCN1CCN(CCCCN2C(=O)c3ccccc3C2=O)CC1,2,1,.
CCCCc1nc2ccccc2n2cc3c(=O)n(C)c(=O)n(C)c3c12,-2,2,.
CCCCN1C2CCCC1CC(NC(=O)N(C(C)C)C(C)C)C2 (stereo not drawn),1,3,.
SMILES,Wee1 stabilizer,p97 ATPase inh,Rad51 HR inh
Cc1cc(NC(=O)C23CCC(C)(c4nc5cc(Cl)c(Cl)cc5nc42)C3(C)C)no1 (stereo not drawn),0,0,.
Cc1cc(NC(=O)c2cnc3ccccn3c2=O)no1,3,4,.
Cc1ccc2nc(NC3=NCN(Cc4ccc5c(c4)OCO5)CN3)nc(C)c2c1,-1,-1,.
Cc1ccc(C)c(NC(=O)CC(NCCCN2CCOCC2)C(=O)O)c1 (stereo not drawn),-3,9,.
O=C(CSc1nc2cccnc2n1Cc1ccccc1)N1CCc2ccccc21,-2,-1,.
COC(=O)c1c(N)n(-c2cc(OC)cc(OC)c2)c2nc3ccccc3nc12,-2,-3,.
CC(=O)c1cnc(Nc2nc(C)c3cc(C)ccc3n2)nc1C,4,0,.
COc1ccc2c(c1)c(=O)oc1c(C)c3occ(C)c3cc12,-2,8,.
Cn1c(=O)c2ncn(CC(=O)Nc3ccc4oc(-c5cccc6ccccc56)nc4c3)c2n(C)c1=O,4,0,.
CCc1nn2c(=O)cc(CSc3nc4sc5c(c4c(=O)n3C)CCCC5)nc2s1,-2,4,.
O=C(c1ccc(COc2ccc3c(c2)CCC3)o1)N1CCN(c2ccccc2)CC1,-2,-6,.
COC(=O)c1ccc(C(=O)OC)c(NC(=O)CSc2nc(-c3ccco3)cc(C(F)(F)F)n2)c1,-1,5,.
O=C(CSc1nnc2c3cc(F)ccc3nc(-c3ccccc3)n12)N1CCOCC1,1,1,.
Cc1coc2c(C)c3oc(=O)c4c(c3cc12)CCC4,3,2,.
O=C(Nc1ccccc1-c1nc2ccccc2o1)c1ccc2c(c1)OCCO2,2,-1,.
COc1ccc(-c2nn3c(-c4ccncc4)nnc3s2)cc1OC,1,5,.
Cc1ccc2c(c1)sc1ncc(NC(=O)c3ccccc3)c(=O)n12,5,8,.
CC(=O)N1CCc2cc(Br)cc(S(=O)(=O)N3CCN(c4ccccn4)CC3)c21,7,2,.
O=C(CSc1ccc2nnc(-c3ccccc3)n2n1)N1CCN(c2ccccc2)CC1,1,-2,.
CCn1c(SCC(=O)N2CCC(C(N)=O)(N3CCCCC3)CC2)nc2ccccc2c1=O,1,5,.
CN(C)c1ccnc2sc3c(=O)n(-c4ccc(Cl)cc4)cnc3c12,0,6,.
CCn1cc(C(=O)Nc2nnc(C)s2)c(=O)c2cc(F)c(N3CCN(C(=O)c4ccco4)CC3)cc21,3,-5,.
CCn1cc(C(=O)N=c2sc3ccccc3n2C)c(=O)c2ccc(C)nc21,-1,3,.
O=C(C1CCC(C(=O)N2CCCC2)CC1)N1CCCC1 (stereo not drawn),1,-1,.
Cc1nnc2sc(-c3cccc(NC(=O)c4ccc(-c5cccc(Cl)c5)o4)c3)nn12,-2,2,.
SMILES,Wee1 stabilizer,p97 ATPase inh,Rad51 HR inh
Cc1nn2c(CN(C(=O)c3ccco3)c3ccccc3)nnc2c2ccccc12,0,3,.
Cc1cccn2c(=O)c3cc(C(=O)N4CCCc5ccccc54)n(C)c3nc12,-1,1,.
CCOC(=O)c1sc(NC(=O)c2noc3c2CCCC3)c(C(=O)OCC)c1C,0,3,.
CCOC(=O)c1sc(NC(=O)C2CCCO2)c(C(=O)OC)c1C (stereo not drawn),2,3,.
Cn1c(=O)c2c(nc(SCC(=O)N3CCCc4ccccc43)n2C)n(C)c1=O,-2,4,.
Cc1ccc(S(=O)(=O)NCCC(=O)N2CCCCC2)cc1,-3,4,.
O=C(CN1CCN(c2ncccn2)CC1)N1CCN(C(c2ccccc2)c2ccccc2)CC1,0,-5,.

# Sorted by SMILES length (highest first): some entries from above
SMILES,Wee1 stabilizer,p97 ATPase inh,Rad51 HR inh
Cc1nnc2sc(-c3cccc(NC(=O)c4ccc(-c5cccc(Cl)c5)o4)c3)nn12,-2,2,.
O=C(CN1CCN(c2ncccn2)CC1)N1CCN(C(c2ccccc2)c2ccccc2)CC1,0,-5,.
Cn1c(=O)c2c(nc(SCC(=O)N3CCCc4ccccc43)n2C)n(C)c1=O,-2,4,.
CCOC(=O)c1sc(NC(=O)c2noc3c2CCCC3)c(C(=O)OCC)c1C,0,3,.
Cc1nn2c(CN(C(=O)c3ccco3)c3ccccc3)nnc2c2ccccc12,0,3,.
CCOC(=O)c1sc(NC(=O)C2CCCO2)c(C(=O)OC)c1C (stereo not drawn),2,3,.
Cc1ccc(S(=O)(=O)NCCC(=O)N2CCCCC2)cc1,-3,4,.

# These rows are one share of the data, so the mix of outcomes need not match the whole.
